High-throughput results from PubChem BioAssay.
Pol iota inh: inhibitors of human DNA polymerase iota; Pol iota fluorescent replication assay, 10 min; 1% of 390,000 active; Potency, µM (top dose mostly 115 µM), without a hit: top-dose activity, negative = inhibition, usual class: inhibitors; Q9UNA4
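Pol iota at 10 nM preincubated 15 min with compounds at room temperature; reaction started with fluorescent substrate, 50 nM final. Fluorescence read kinetically at 0 and 10 min; buffer-only wells as negative control.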
G9a inh: G9a (human) methyltransferase inhibition; Q96KQ7; G9a H3K9 monomethylation, AlphaScreen, 2 h; Potency, µM (series often up to 102 µM), without a hit: at the top dose activity, negative = inhibition, hits mostly inhibitors; 8.8% of 350,000 active; AID 504332; further: on the % scale 0 is the no-effect control and ±100 the full control effect; nearly all actives have a fitted effect of over 75% in size
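AlphaScreen read-out: biotin-H3K9 peptide (500 nM) methylation by 20 nM enzyme with 20 uM SAM, 2 h at room temperature after 15 min compound preincubation; anti-monomethyl H3K9 antibody plus donor/acceptor beads, 10 min dark.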
POLK inh: inhibitors of human DNA polymerase kappa | Q9UBT6 | purified Pol kappa, fluorescent DNA synthesis assay, 10 min | Potency, µM (highest dose often 107 µM), for the others: top-dose activity, negative = inhibition, actives largely listed as inhibitors | 0.53% of 400,000 active | AID 588579; further: on the % scale 0 is the no-effect control and ±100 the full control effect
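Pol kappa 10 nM + cpd, 15 min RT; start w/ substrate 50 nM final; fluorescence kinetic read, 0 and 10 min. Neg ctrl: buffer, no enzyme.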
APE1 inh: APE1 (human) endonuclease inhibition; recombinant APE1, TAMRA/BHQ-2 abasic DNA cleavage fluorescence; Potency, µM (titrated, usually from 65.8 µM), without a hit: top-dose activity change, negative = inhibition, actives largely listed as inhibitors; 0.35% of 350,000 active; AID 2517;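 further: plate controls were vehicle for no effect and reference inhibitor for full effect; nearly all actives have a fitted effect of over 55% in size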
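Endonuclease cleavage of a quenched abasic-site DNA duplex (50 nM) by APE1 (0.75 nM) was tracked by TAMRA dequenching. Compounds were preincubated with enzyme 15 min at room temperature; data normalized to buffer-only and DMSO wells plus NSC13755 control.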
POLH inh: blocks human DNA polymerase eta activity; recombinant Pol eta, fluorescent DNA replication assay; Potency, µM (highest dose often 114 µM), for inactives: top-dose activity change, negative = inhibition, actives largely listed as inhibitors; 1.2% of 390,000 active; further: on the % scale 0 is the no-effect control and ±100 the full control effect
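Fluorescent replication assay: 50 nM final substrate added after a 15 min room-temperature compound preincubation with 10 nM enzyme. Signal taken at 0 min and again at 10 min.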
Pol beta inh: DNA polymerase beta (human) inhibition. Potency, µM (highest dose often 114 µM), without a hit: top-dose activity change, negative = inhibition, hits mostly inhibitors. Pol beta primer extension/strand displacement, fluorescence kinetic. 1.3% of 340,000 active. P06746; further: on the % scale 0 is the no-effect control and ±100 the full control effect
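Homogeneous kinetic assay of primer extension and strand displacement by 10 nM Pol beta, preincubated 15 min at room temperature with compound before 50 nM substrate (final) was added. Read at 0 and 10 min; four-parameter Hill fit.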
JMJD2A Tudor: inhibitors of human JMJD2A Tudor domain; AlphaScreen JMJD2A-Tudor / H3K4me3 peptide binding; Potency, µM (doses to about 114 µM), without a hit: at the highest dose activity change, negative = inhibition, hits mostly inhibitors; 4.4% of 390,000 active; AID 504339; further: on the % scale 0 is the no-effect control and ±100 the full control effect; nearly all actives have a fitted effect of over 50% in size
Target sequence (O75164 whole entry, looked up, the tested form may be a part): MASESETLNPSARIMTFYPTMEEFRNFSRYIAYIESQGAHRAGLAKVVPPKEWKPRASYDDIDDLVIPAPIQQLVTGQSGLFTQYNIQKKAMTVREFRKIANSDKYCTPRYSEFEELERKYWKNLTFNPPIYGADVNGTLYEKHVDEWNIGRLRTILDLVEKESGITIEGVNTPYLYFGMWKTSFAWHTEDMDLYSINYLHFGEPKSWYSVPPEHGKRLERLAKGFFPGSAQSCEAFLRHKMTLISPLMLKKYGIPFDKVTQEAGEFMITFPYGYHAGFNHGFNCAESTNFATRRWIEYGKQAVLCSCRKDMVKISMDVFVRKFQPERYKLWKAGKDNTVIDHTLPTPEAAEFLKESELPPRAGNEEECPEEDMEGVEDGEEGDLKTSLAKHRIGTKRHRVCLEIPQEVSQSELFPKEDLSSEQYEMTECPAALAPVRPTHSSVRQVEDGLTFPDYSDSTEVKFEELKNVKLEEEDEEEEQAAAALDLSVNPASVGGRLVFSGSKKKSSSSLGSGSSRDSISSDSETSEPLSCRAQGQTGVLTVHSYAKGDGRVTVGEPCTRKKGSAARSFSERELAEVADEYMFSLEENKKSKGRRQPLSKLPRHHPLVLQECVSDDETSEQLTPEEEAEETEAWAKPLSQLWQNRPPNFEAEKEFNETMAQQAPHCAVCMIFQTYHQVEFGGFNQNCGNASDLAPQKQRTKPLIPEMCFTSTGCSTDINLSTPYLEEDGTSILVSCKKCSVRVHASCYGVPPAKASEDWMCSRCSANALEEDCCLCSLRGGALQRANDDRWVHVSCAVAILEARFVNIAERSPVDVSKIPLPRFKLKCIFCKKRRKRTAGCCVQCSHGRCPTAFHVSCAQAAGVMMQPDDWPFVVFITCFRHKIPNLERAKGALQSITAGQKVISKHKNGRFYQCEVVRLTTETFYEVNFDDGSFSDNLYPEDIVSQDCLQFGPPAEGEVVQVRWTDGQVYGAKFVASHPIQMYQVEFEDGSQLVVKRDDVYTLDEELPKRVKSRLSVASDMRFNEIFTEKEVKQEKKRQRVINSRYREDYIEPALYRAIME
BAZ2B inh: inhibitors of human BAZ2B bromodomain; Q9UIF8; AlphaScreen BAZ2B-H3K14Ac peptide displacement; Potency, µM (titrated, usually from 114 µM), for inactives: top-dose activity change, negative = inhibition, usual class: inhibitors; 4.4% of 360,000 active; further: on the % scale 0 is the no-effect control and ±100 the full control effect; nearly all actives have a fitted effect of over 60% in size
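Compounds, titrated to a top concentration of 110 uM, were incubated 30 min at room temperature with preformed BAZ2B/acetyl-K14 H3 peptide complex (50 nM each). Proximity signal was measured by AlphaScreen after 20 min with beads.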
BLM inh: inhibitors of human Bloom syndrome helicase BLM; 0.2% of 350,000 active; recombinant BLM DNA unwinding, fluorescence dequenching; AID 2528; Potency, µM (titrated, usually from 56.1 µM), for inactives: top-dose activity change, negative = inhibition, actives largely listed as inhibitors; P54132;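 further: plate controls were vehicle for no effect and no enzyme for full effect; nearly all actives have a fitted effect of over 35% in size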
* marks the source's active call; other numbers are inactive results; ? = inconclusive; nt = no result given; & = joins results of further samples; [ ] = another dose, or the depositor's remark. The call rests on the fitted dose curve; in most records, active means well fitted curve in the direction sought with a large enough effect; inconclusive means small, poorly fitted or top-dose-only effect, or another doubt; inactive means no such curve, though single readings can be large; an effect the other way counts as inactive or inconclusive. Potency means the concentration at half of the fitted maximal effect.

SMILES	Pol iota inh	G9a inh	POLK inh	APE1 inh	POLH inh	Pol beta inh	JMJD2A Tudor	BAZ2B inh	BLM inh
CC(=O)C1C2c3ccccc3OC1(C)N=c1s/c(=C/c3cn(C)nc3C)c(=O)n12 (stereo unspecified)	?	-42%	2%	-1%	?	-1%	-3%	-33%	2%
CCOP(=O)(OCC)c1cccc(O)c1	75%[activator]	8%	-11%	23%	-8%	1%	-14%	13%	-4%
O=C(Nc1ccc(Cl)cc1C(=O)c1ccccc1)c1ccc(Br)o1	?	7%[12.7 µM]	-4%	0%	?	-1%	-33%	3%	-2%
CCS(=O)(=O)NCc1nnc2n1-c1ccc(Cl)cc1C(c1ccccc1)=NC2	49%[activator]	21%[59 µM]	1%	0%	-14%	28%	-4%	6%	-2%
COc1ccc(CCNCc2ccc3c(c2)n(C)c(=O)n3C)cc1	7%	-2%[59 µM]	0%	nt	1%	1%	-9%	-4%	-6%
O=C1N(c2nncs2)CCN1[N+](=O)[O-]	14%	10%[12.7 µM]	2%	-3%	-11%	-6%	-3%	-2%	-6%
CCn1cc(/C=c2/sc3n(c2=O)C2c4ccccc4OC(C)(N=3)C2C(=O)OC)c(C)n1 (stereo unspecified)	44%[activator]	-35%	-10%	7%	-9%	3%	-26%	-31%	-5%
CCc1nnc(NC(=O)CCc2nc(C3=CCN(C)CC3)no2)s1	-11%	?	-24%	2%	-9%	3%	-26%	?	1%
CCCC[n+]1cc(=N)o[n-]1	-2%	nt	2%	nt	-20%	nt	-9%	nt	nt
Cc1ccccc1O	1%	nt	0%	31%&3%	7%	nt	-10%	nt	nt
O=S1(=O)N(Cc2ccc(F)cc2)CCCN1Cc1ccccc1Cl	22%	126%[activator]	-5%	-8%	-9%	15%	69%[activator]	60%[activator]	-7%
C[C@@H]1O[C@H](O[C@H]2C[C@@H](O)[C@@]3(CO)[C@H]4[C@@H](O)C[C@]5(C)[C@@H](C6=CC(=O)OC6)CC[C@]5(O)[C@H]4CC[C@]3(O)C2)[C@@H](O)[C@H](O)[C@@H]1O	nt	24%[21.5 µM]	-3%[12 µM]	-1%[21 µM]	nt	nt	nt	nt	-4%[21.4 µM]
O=C(O)c1ccccc1SCC(=O)N1c2ccccc2Sc2ccccc21	-3%	41%[activator][59 µM]	-14%	6%	-18%	23%	-22%	12%	2%
O=C(Oc1ccccc1)N1CCC2(CCN(Cc3ccccc3)CC2)CC1	nt	8%[12.7 µM]	2%[60.1 µM]	4%	nt	nt	nt	nt	1%
COC(=O)C1=C(c2cccc(OC)c2OC)C[C@@H]2CC[C@H]1N2C(=O)NCc1ccco1	28%	nt	-15%	nt	-12%	nt	-18%	nt	nt
C=Cn1ccnc1P(=S)(c1cc(N(CC)CC)ns1)c1nccn1C=C	13%	-9%[59 µM]	-19%	1%	-3%	2%	-27%	1%	-5%
COc1ccc(C(=O)C2CCCN(Cc3ccsc3)C2)cc1OC (stereo unspecified)	1%	-2%	-1%	5%	-22%	14%	-10%	5%	5%
CCCCn1c(O)c(/C=N/NC(=O)c2ccncc2)c(=O)[nH]c1=O	22%	nt	-10%	0%	-10%	-7%	?	?	-2%
NC(=O)c1cccc(-c2cccc(OC(=O)NC3CCCCC3)c2)c1	177%[activator]	56%[activator]	2%	23%&-6%	-10%	-1%	-1%	-26%	0%&5%
COC(=O)C1=C(c2cccc(C#N)c2)C[C@@H]2CC[C@H]1N2C(=O)N1CCC(C)CC1	28%	3%[2.33 µM]	12%	34%	-9%	nt	-13%	1%	nt
CC(C)NC(=O)N1CCCC2(CCN(C(=O)Oc3ccccc3)CC2)C1	nt	35%[12.7 µM]	-9%[60.1 µM]	4%	nt	nt	nt	nt	2%
O=C(O)C1C(C(=O)O)C2(Cl)C(Cl)=C(Cl)C1(Cl)C2(Cl)Cl (stereo unspecified)	45µM*	-45%[0.501 µM]	79µM*	9%&-3%	-6%	nt	-11%	?	nt
CCC(C)n1c(O)c(C=Nc2cccc(C(F)(F)F)c2)c(=O)[nH]c1=S (stereo unspecified)	7%	4%	-14%	-5%	-31%	1%	-5%	-12%	1%
COc1ccc(-n2c(O)c(C=NCCN3CCN(C(C)=O)CC3)c(=O)[nH]c2=S)cc1	?	?	-16%	40%	6%	2%	-5%	-29%	0%
CC(C)(C)n1cc(C(=O)c2ccc3ccccc3c2O)cn1	18%	45%[activator]	-6%	?	-9%	-10%	69%[activator]	38%[activator]	-7%
O=[N+]([O-])c1ccc(NCc2ccc(Cl)cc2)c2ccncc12	42%[activator]	-4%	4%	53%[activator]	-16%	-11%	-15%	?	-14%
CC1CCC(C(=O)NC(C(=O)N2CCC3(CC2)OCCO3)C(C)C)CC1 (stereo unspecified)	7%	-18%[12.7 µM]	-2%	9%	-16%	24%	-2%	7%	-7%
CC1=NN(c2ccccc2)C(=O)/C1=C/c1c(O)[nH]c(=O)[nH]c1=O	54%[activator]	40µM*	3%	-7%	-19%	14%	-21%	?	-2%
CCN1CCN(/C=N/c2nc(C)cs2)CC1	27%	23%	7%	2%	5%	?	-6%	11%	3%
C/C(=N\NC(N)=O)c1c(O)n(C)c(=O)n(C)c1=O	-2%	?	-11%	-10%	-4%	15%	40µM*	nt	-1%
O=C(c1sc2ccccc2c1Cl)N1CCC2(CC1)OCCO2	-17%[58.9 µM]	?	-4%	-1%	-12%	2%	-5%	-4%	-1%
CCCCc1nc2ccccc2c(=O)n1-c1ccccc1O	-3%	28%[12.7 µM]	-19%	-4%	-2%	4%	-27%	-7%	-1%
COC1CCC(OC2CC(C3(C)CCC4(CC(O)C(C)C(C(C)/C=C(\C)C(=O)C(C)CC(C)C(=O)O)O4)O3)OC3(OC(C4OC(O)(CO)C(C)CC4C)CC3C)C2C)OC1C (stereo unspecified)	4%	nt	-20%	nt	-19%	nt	-31%	nt	nt
Cc1cc(/C=C2\C(=O)NC(=O)N(c3ccc(Br)cc3)C2=O)c(C)n1C	?	?	-16%	?	-15%	-24%	-8%	29%	1%
CCCCNC(=O)Oc1cc(CCl)on1	nt	?	nt	-4%	nt	10%	nt	-19%	-9%
CCN1C[C@]2(C)CC[C@H](O)[C@@]34[C@@H]5CC6[C@@H](OC)C[C@@](O)([C@@H]5[C@@H]6O)[C@H](C[C@@H]23)[C@H]14	nt	29%[21.5 µM]	-3%[12 µM]	1%[21 µM]	nt	nt	nt	nt	4%[21.4 µM]
Cc1nn(Cc2ccccc2)c(Cl)c1C(=O)OCC(=O)NCC1CCCO1 (stereo unspecified)	26%	-12%	15%	2%	0%	9%	-4%	-15%	1%
CC(C)OP(=O)(OC(C)C)C(O)c1cccnc1 (stereo unspecified)	41%[activator]	8%[59 µM]	0%	1%	-16%	3%	-15%	11%	-1%
C[C@]12CC[C@@H](O)C[C@@H]1CC[C@@H]1[C@@H]2CC[C@]2(C)[C@@H](O)CC[C@@H]12	-54%	-48%[59 µM]	-11%	-10%	2%	1%	?	1%	1%
COc1ccc2[nH]c3c(c2c1)CCNC3	14%	?	-20%[60.1 µM]	11%&2%	-14%	2%[57.1 µM]	-27%	-39%	nt
Cc1cccc(N=Nc2ccc(N(C)C)cc2)c1	239%[activator]	8.9µM*	-8%	-6%[12.4 µM]	-20%	46%	14µM*	7.1µM*	-3%
COC(=O)C(C)Oc1ccc(Cc2ncc(C(F)(F)F)cc2Cl)cc1 (stereo unspecified)	32%	4%[2.33 µM]	-24%	-1%	-20%	1%	56%[activator]	80%[activator]	-6%
Cc1ccc(NC(=O)CN2C(=O)CN=C(c3ccccc3)c3cc(Cl)ccc32)cc1	-11%	?	-16%	-3%	-12%	-5%	-35%	-24%	0%
CCC1(CC)C(=O)N(Cc2ccccc2)C(=O)N(Cc2ccccc2)C1=O	6%	23%	-10%	-2%	-12%	8%	60%[activator]	37%	-10%
C/C=C(\C)C(=O)N[C@@H](c1ccccc1)[C@@H](O)C(=O)O[C@H]1C[C@@]2(O)[C@@H](OC(=O)c3ccccc3)C3[C@](C)(C(=O)[C@H](OC(C)=O)C(=C1C)C2(C)C)[C@H](O)C[C@H]1OC[C@@]31OC(C)=O (stereo partly specified)	32%[activator]	nt	13%	15%	-20%	-1%	-16%	4%	-9%
O=C(COc1ccccc1Cl)N1CCN(CCc2ccccn2)CC1	21%	12%[59 µM]	10%	nt	-12%	4%	3%	-31%	1%

Some of the compounds tested. The share of hits here may be higher or lower than overall.
